Source: PubChem BioAssay
NPY-Y1 PAM-ag – potentiators or agonists of human neuropeptide Y receptor Y1 | activation, % at 3.6 µM | actives 0.37% (n = 220,000) | NPY-Y1 expressing cells, potentiator/agonist activation | AID 1304 | P25929; in the data active means activation above about 33%, passing the limit was not always enough;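 further: cells stimulated with NPY at EC10 then isoproterenol at EC100; 0% = low agonist plus stimulus and 100% = saturating agonist plus stimulus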
CHOP inhibitor – inhibitors of CHOP induction in ER stress response. inhibition, % at 10 µM. actives 3.8% (n = 220,000). CHO-K1 CHOP-promoter luciferase, tunicamycin-induced, 15-18 h;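 active means compounds that reduced the stress-induced luciferase reporter signal by more than about 70% of percent inhibition, limit read from the data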;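 further: 0% = tunicamycin plus vehicle and 100% = wells without tunicamycin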
NPY-Y2 PAM-ag – potentiates or activates human NPY-Y2 receptor; P49146; cells expressing NPY-Y2, potentiator/agonist read-out; activation, % at 3.6 µM; actives 0.45% (n = 220,000); AID 1359; in the data active means activation above about 27%;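 further: cells stimulated with NPY near EC25 plus isoproterenol at EC100; 0% = vehicle plus submaximal agonist and 100% = vehicle plus saturating agonist; some results beyond the cut were filed as inactive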
Target sequence (P49146 whole entry, looked up): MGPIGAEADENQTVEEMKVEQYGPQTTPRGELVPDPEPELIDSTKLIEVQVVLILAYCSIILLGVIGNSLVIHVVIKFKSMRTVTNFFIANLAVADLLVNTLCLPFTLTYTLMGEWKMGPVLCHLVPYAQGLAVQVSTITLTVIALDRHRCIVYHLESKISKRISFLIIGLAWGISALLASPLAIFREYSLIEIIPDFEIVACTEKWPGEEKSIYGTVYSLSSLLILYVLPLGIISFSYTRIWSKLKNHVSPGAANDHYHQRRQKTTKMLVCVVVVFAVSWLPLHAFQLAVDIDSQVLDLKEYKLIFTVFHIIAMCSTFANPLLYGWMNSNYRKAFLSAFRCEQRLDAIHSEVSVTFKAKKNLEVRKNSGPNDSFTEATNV
TRPML3 agonist – activates the human TRPML3 channel; HEK293 TRPML3-YFP, Fluo-8 calcium fluorescence; 100% = the carbachol control signal; activation, % at 3 µM; actives 0.29% (n = 220,000); AID 1448;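 active means activation above its plate's cutoff, the mean activation of the plate's test wells plus 3 SD, cut at about 12% in these data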;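 further: 0% = DMSO only wells and 100% = carbachol wells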
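Test system: HEK293 cells stably carrying human TRPML3-YFP; Doses: single dose, 3 µM final nominal compound, 0.3% DMSO final; Schedule: dye loading 1 h 37 °C then 30 min ambient, 125 s read; Technique: Fluo-8 calcium fluorescence; Benchmarks: high control carbachol 87 µM, low control DMSO.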
S1P4 antag – blocks the human S1P4 receptor; O95977; inhibition, % at 4.98 µM; AID 1510; S1P4-expressing cells, antagonist mode, reporter read-out; actives 0.26% (n = 220,000); in the data active means inhibition above about 29%;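 further: 0% = wells stimulated with agonist and 100% = vehicle wells without agonist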
EP2 mod – EP2 receptor (human) modulation | P43116 | EP2-expressing cells, cAMP HTRF FRET, PGE2 co-stimulation | induction, % at 25 µM | actives 0.83% (n = 260,000);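 active means compounds whose cAMP rise, as percent of the full-agonist control response, exceeds 60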;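 further: rat C6 glioma line stably carrying human EP2 under a CMV promoter; the protocol text gives 20 µM as final concentration; 100% = response of wells given 1 µM PGE2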
Target sequence (P43116 whole entry, looked up): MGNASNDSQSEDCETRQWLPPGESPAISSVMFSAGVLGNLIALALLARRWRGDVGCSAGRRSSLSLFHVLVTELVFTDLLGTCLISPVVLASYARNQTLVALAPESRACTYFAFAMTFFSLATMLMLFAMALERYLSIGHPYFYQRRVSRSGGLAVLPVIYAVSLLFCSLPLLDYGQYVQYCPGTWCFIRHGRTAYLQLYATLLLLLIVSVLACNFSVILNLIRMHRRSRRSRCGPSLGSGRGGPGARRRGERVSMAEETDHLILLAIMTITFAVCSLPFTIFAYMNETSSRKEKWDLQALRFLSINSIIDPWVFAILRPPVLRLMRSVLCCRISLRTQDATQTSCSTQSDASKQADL
TRPN1 ag – agonists of zebrafish TRPN1 channel; HEK293 zebrafish TRPN1-YFP, Fluo-8 calcium fluorescence; 100% = response to 87 µM carbachol; activation, % at 3 µM; actives 0.18% (n = 220,000); AID 1424;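 active means activation above its plate's cutoff, the mean activation of test wells on that plate plus 3 SD, cut at about 19% in these data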;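 further: 0% = DMSO alone and 100% = 87 µM carbachol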
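Material: zebrafish TRPN1-YFP in HEK293 cells. Doses: one dose of 3 µM, 0.3% DMSO. Incubation: dye 1 h 37 °C plus 30 min RT. Measured by: intracellular calcium fluorescence with Fluo-8.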
NPY Y1 blocker – blocks the human neuropeptide Y Y1 receptor; P25929; HEK293-CNG Y1 cells, membrane potential fluorescence; NPY at EC95, then isoproterenol; actives 1% (n = 200,000); inhibition, % at 3.6 µM;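 active means inhibition above the campaign mean inhibition of all tested compounds plus 3 SD, cut at about 20% in these data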;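 further: 0% = DMSO wells given NPY plus isoproterenol and 100% = isoproterenol alone without NPY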
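Material: HEK293 Y1/CNG channel cell line; also added: NPY (25 nM), isoproterenol (1 µM), Ro 20-1724 (25 µM); doses: one concentration, 3.6 µM, in 0.4% DMSO; schedule: compound incubation 1 h at room temperature, readout 45 min post-stimulation; technique: membrane potential fluorescence; measure: fluorescence ratio normalized to % inhibition between controls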
S1P4 ag – activates the human S1P4 receptor; O95977; S1P4-expressing cell line, agonist reporter assay; activation, % at 4.98 µM; actives 0.35% (n = 220,000); AID 1509; in the data active means activation above about 11%;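 further: 0% = DMSO vehicle and 100% = reference agonist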
* hit, by the source's call; · = not tested or not shown; & = joins results of further samples.

SMILES,NPY-Y1 PAM-ag,CHOP inhibitor,NPY-Y2 PAM-ag,TRPML3 agonist,S1P4 antag,EP2 mod,TRPN1 ag,NPY Y1 blocker,S1P4 ag
CN(c1ccccc1)S(=O)(=O)c1cccc(NC(=O)CSc2nncn2C)c1,-2.5,22.6,-3.9,0.7,-6.3,2.9,-1.2,6.0,1.5
CO/N=C(/CS(=O)(=O)Cc1ccccc1Cl)c1ccc(Cl)cc1Cl,14.2,57.9,-11.2,-0.5,-4.3,22.8,-1.5,3.0,-1.5
Cc1cc(NCCO)c2cc(O)ccc2n1,-24.6,20.5,-12.2,0.7,-1.2,21.3,0.3,5.7,1.8
O=C(NC1CCCCC1)NC1CC2CCC(C1)N2C(=O)NC1CCCCC1 (stereo not drawn),9.8,-14.0,16.6,0.7,-10.4,-13.0,1.4,-3.9,0.4
CS(=O)(=O)N1Cc2ccccc2CC1C(=O)Nc1ccccc1C(N)=O (stereo not drawn),1.1,23.9,-4.3,1.7,-36.8,41.4,0.2,2.7,0.5
Cc1[nH]c(=O)[nH]c(=O)c1N(C)C,-5.1,2.7,-11.8,0.6,-2.6,-16.9,0.8,-0.6,-2.1
CC(C)CCC(CCN1CCCC1)c1ccc2c(c1)OCO2 (stereo not drawn),-3.3,1.2,-14.2,0.7,-3.4,-39.0,-1.0,·,1.2
CCCN1CCN(C(=O)CCCNC(=O)Cn2cnc3sc(C)c(C)c3c2=O)CC1,-16.6,31.2,-19.4,-0.1,-6.6,3.1,1.2,3.6,0.5
Clc1ccccc1Cn1nc(-c2ccccc2)nc1-c1ccccc1,-22.8,57.4,-5.6,0.0,5.3,47.8,-1.1,3.2,-1.3
C/C(=N\NC(=O)COc1ccc(C#N)cc1)c1ccccc1OC(F)F,3.9,2.8,-5.8,-1.0,-12.2,4.8,0.2,0.8,-1.2
Cc1ccc2c(ccn3cc4c(c(=O)n(C)c(=O)n4C)c23)c1,8.2,37.3,10.2,0.1,-25.1,14.2,-1.0,-4.1,2.2
Cc1cc(N2CCCCC2)nc2ccccc12,-3.5,-3.4,-3.8,1.0,-12.0,10.5,-0.1,-0.4,0.8
O=C(CSc1nc2ccc([N+](=O)[O-])cc2s1)c1ccc2ccccc2c1,-8.1,24.2,-13.1,0.6,0.1,-1.9&15.8,1.4,·,0.3
COCCn1nnnc1C(c1ccccc1OC)N1CCN(c2ccccc2F)CC1 (stereo not drawn),7.0,6.3,-1.6,-0.8,12.9,1.8,-1.3,5.9,-0.3
COc1ccc(-c2nc(Cn3c(SCc4ccc(C)cc4)nc4ccncc43)c(C)o2)cc1OC,-7.4,30.9,-7.1,0.0,1.8,7.0,-0.6,-4.0,0.1
O=C(NC1CC2CCC(C1)N2Cc1ccco1)c1ccccc1 (stereo not drawn),10.2,-10.0,8.6,0.9,11.2,-83.8&-28.9,0.6,11.8,6.3
CCCCn1c(N)c(N(CC)C(=O)c2cc(Br)ccc2Cl)c(=O)[nH]c1=O,-4.6,10.3,-2.3,0.7,-4.6,7.2,0.0,-2.5,0.6
O=C(/C(=C/O)N=Nc1ccccc1)c1ccncc1,-18.0,18.9,-11.5,0.9,-8.5,-9.5,-2.0,-0.4,-4.1
COc1cnc(SCC(=O)O)[nH]c1=O,13.9,34.8,-8.7,0.5,-1.2,6.0,3.2,4.2,0.2
CCOC(=O)C1CCN(C(c2cc3ccc(C)c(C)c3[nH]c2=O)c2nnnn2C2CCCCC2)CC1 (stereo not drawn),-1.6,5.8,-4.8,0.3,3.6,-51.1,-0.3,1.2,1.2
CC(Oc1ccccc1)C(=O)Nc1cccc(NC(=O)c2ccco2)c1 (stereo not drawn),2.6,17.5,-5.3,-0.5,14.4,-45.8,2.6,·,-1.2
COc1ccc(/C=N/NC(=O)Cn2nnc3ccccc32)cc1OC,-11.1,7.1,1.5,0.7,-11.2,9.0,-1.3,0.9,132.2*
O=C(NC(NNc1ccc([N+](=O)[O-])cc1)(C(F)(F)F)C(F)(F)F)c1ccc(F)cc1,-0.1,33.6,-2.7,4.5,-14.4,-79.2,4.3,2.4,1.0
COc1cc2c(cc1OC)C(CSc1ccccc1C(=O)O)=NC(C)(C)C2,5.7,30.1,-17.4,0.3,-2.5,44.5,-0.2,7.7,-0.8
Cn1c(N)c(S(=O)(=O)c2ccc(Br)cc2)c2nc3ccccc3nc21,21.1,39.0,24.3,0.2,-15.2,-42.6,0.1,-5.3,0.8
c1ccc(CN=C2Nc3ccccc3CS2)nc1,2.7,-8.8,7.4,-0.7,-18.1,17.1,1.1,-0.1,1.6
Nc1nonc1C(=O)NCCNS(=O)(=O)c1ccc(Br)cc1,-9.3,16.8,-9.0,-0.1,-2.5,-6.2,0.1,-0.5,-1.0
O=C(CSc1nnc(-c2ccc(F)cc2)c2ccccc12)Nc1ccccc1Cl,-1.8,25.1,2.3,-1.1,4.7,49.9,-1.2,0.7,1.0
O=C(c1ccco1)N(Cc1ccccc1)Cc1ccccn1,7.1,-4.2,-4.2,0.2,-17.2,6.7,1.5,-0.1,-0.4
CCC(CC)NC(=O)c1ccccc1Oc1ccccc1,13.2,52.6,14.9,-1.4,-9.4,52.5,-1.7,3.1,1.9
CC(C)CN(CCC(=O)O)CC(C)C,10.7,-0.5,6.5,0.6,-1.8,10.2,0.6,2.1,-0.5
Cc1cc(C)c(NC(=O)COc2ccccc2C(=O)Nc2ccc3c(c2)oc2ccccc23)c(C)c1,-11.9,30.2,12.8,0.6,-17.1,5.7,0.7,0.0,3.7
COc1ccc(NC2=C3CCCC=C3N(c3ccc(OC)cc3)C2=O)cc1,7.0,54.2,-2.8,0.7,-8.1,23.8,0.8,-4.7,0.1
S=c1[nH]nc(COc2ccc(Cl)cc2)n1Cc1ccco1,-26.0,12.9,2.5,-1.0,-17.3,33.7,-0.3,0.0,-0.2
CCOC(=O)NC(NC(=S)Nc1ccc(OC)cc1)C(Cl)(Cl)Cl (stereo not drawn),-8.1,-0.7,5.5,0.7,-5.6,13.8,-2.7,0.9,-0.5
CC(C)OC(=O)CSc1nnc(-c2cccnc2)n1Cc1ccccc1,-12.4,6.8,-15.5,0.8,-4.8,23.6,1.5,-0.6,1.2
Cn1cc(CC(=O)N2CCN(c3ccc(Cl)cc3)CC2)c2ccccc21,0.8,39.8,-5.2,0.0,-22.9,-14.0,-1.9,1.7,-1.9
Cc1ccc(S(=O)(=O)Nc2cc(C(=O)Nc3cc(C)cc(C)c3)ccc2Cl)cc1,-20.7,20.4,-10.4,-0.8,-2.1,2.9,-2.1,-5.4,-3.2
COCCCNC(=O)c1cc2cc([N+](=O)[O-])cc(OC)c2oc1=O,-8.8,7.4,-0.4,0.4,-0.1,-5.2,-1.0,3.9,0.4
CN(C)c1nc(NCc2ccccc2)nc(N/N=C/c2ccc(Cl)cc2Cl)n1,9.3,26.3,-13.9,0.4,-8.9,11.3,0.1,3.5,2.8
CC(C)OC(=O)c1cccnc1SCC(=O)N(C)c1ccccc1,-4.5,36.0,-13.1,0.1,-6.2,8.4,-0.3,10.1,0.9
Cc1cccc(C(=O)NNc2ncnc3c2cnn3C)c1,15.3,2.2,-10.1,-0.3,-7.9,16.5,1.4,-5.2,14.8*
COc1ccc(CNc2nc3c(c(=O)n(Cc4ccc(Cl)cc4)c(=O)n3C)n2C)cc1,4.3,51.5,-14.7,0.6,-24.8,-10.5,0.1,-11.9,1.4
O=[N+]([O-])c1ccccc1S(=O)(=O)N1CCCCC1,-5.1,-27.4,-8.9,1.4,-18.5,0.1,-0.6,-2.0,1.3
Cc1ccc(Cn2c(SCC(=O)N3CC(=O)Nc4ccccc43)nc3ccccc3c2=O)cc1,-25.4,17.7,-5.8,0.6,-3.6,-2.3,0.6,-0.5,2.7
Cc1c(Cl)cnc(NC(=O)COC(=O)c2nn(C)c(=O)c3ccccc23)c1Cl,11.0,17.5,1.6,2.2,4.2,2.4,0.2,0.6,-0.5
Cc1cccc(OCC(=O)O/N=C(\N)c2ccc(Cl)cc2)c1,-21.0,35.1,-7.1,-0.4,4.2,10.7,0.6,1.2,3.3
CC(=O)c1coc2ccc(OCCN3CCCCC3)cc12,-21.0,-19.8,7.6,0.2,3.2,-0.1,0.4,0.7,2.1

Some of these compounds in order of count of non-hydrogen atoms, falling:
SMILES,NPY-Y1 PAM-ag,CHOP inhibitor,NPY-Y2 PAM-ag,TRPML3 agonist,S1P4 antag,EP2 mod,TRPN1 ag,NPY Y1 blocker,S1P4 ag
COc1ccc(CNc2nc3c(c(=O)n(Cc4ccc(Cl)cc4)c(=O)n3C)n2C)cc1,4.3,51.5,-14.7,0.6,-24.8,-10.5,0.1,-11.9,1.4
COc1ccc(/C=N/NC(=O)Cn2nnc3ccccc32)cc1OC,-11.1,7.1,1.5,0.7,-11.2,9.0,-1.3,0.9,132.2*
CCC(CC)NC(=O)c1ccccc1Oc1ccccc1,13.2,52.6,14.9,-1.4,-9.4,52.5,-1.7,3.1,1.9

(cont.)
SMILES,NPY-Y1 PAM-ag,CHOP inhibitor,NPY-Y2 PAM-ag,TRPML3 agonist,S1P4 antag,EP2 mod,TRPN1 ag,NPY Y1 blocker,S1P4 ag
COc1ccc(Oc2nc(C)cc(C)c2C#N)cc1,-38.9,13.7,-19.9,-0.5,-1.0,24.1,-1.1,13.4,-2.8
COc1ccc(C2C3=C(N=C4SCC(=O)N42)c2ccccc2CC3)cc1 (stereo not drawn),-20.7,20.4,-15.6,0.6,-21.0,24.7,-0.1,8.7,-3.5
CC(C)=CC1C=C(C)C(C)C2C(=O)NNC(=O)C12 (stereo not drawn),-35.4,1.8,3.8,0.3,-1.1,2.9,0.2,0.8,-2.4
Cc1nn(-c2ccccc2)c(N2CCCC2)c1/C=N/NC(=O)C1CC1,-7.0,17.7,1.1,-0.4,-19.2,-33.7,-1.5,1.9,1.6
COCCNC(=O)/C(=C/c1ccccc1Cl)c1ccccc1,1.1,5.3,6.6,-0.2,-23.8,34.7,-0.2,-0.5,2.0
